M5 PAM – human M5 muscarinic receptor positive allosteric modulators, primary screen, CHO-K1 cells, Fluo-8 calcium fluorescence; Muscarinic acetylcholine receptor M5 (Homo sapiens), P08912; CHO-K1 hM5, ACh EC20 PAM; 0% = ACh EC20, 100% = ACh EC100; activation, % at 3 µM; 360,000 compounds, 0.3% hits; AID 624038, 2012;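 active means activation above the run cutoff, the mean activation of all test compounds plus 3 SD, cut at about 18% in these data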
Target sequence (P08912 whole entry, looked up): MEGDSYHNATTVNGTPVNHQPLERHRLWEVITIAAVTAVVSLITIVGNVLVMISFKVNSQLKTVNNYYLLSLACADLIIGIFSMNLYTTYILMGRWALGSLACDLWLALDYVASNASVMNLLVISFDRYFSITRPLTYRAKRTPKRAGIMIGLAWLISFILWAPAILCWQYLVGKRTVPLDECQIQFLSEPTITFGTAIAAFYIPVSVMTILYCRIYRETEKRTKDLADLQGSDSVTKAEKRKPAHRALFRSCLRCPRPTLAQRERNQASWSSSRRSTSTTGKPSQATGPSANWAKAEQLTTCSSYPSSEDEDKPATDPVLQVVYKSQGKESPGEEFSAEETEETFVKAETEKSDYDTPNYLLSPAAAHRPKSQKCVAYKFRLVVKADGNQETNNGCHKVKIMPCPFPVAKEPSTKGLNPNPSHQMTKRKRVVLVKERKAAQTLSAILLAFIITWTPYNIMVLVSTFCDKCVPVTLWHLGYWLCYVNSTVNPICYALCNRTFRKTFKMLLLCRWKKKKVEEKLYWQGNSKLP
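system = human M5 receptor in CHO-K1 cells | compound = one concentration, 3 µM final (nominal) | schedule = Post-acetylcholine fluorescence recording 140 s | signal = Fluo-8 calcium dye fluorescence, kinetic read | benchmarks = low control EC20 acetylcholine (0%), high control EC100 acetylcholine (100%) | repeats = singlicate, one well per test compound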
CHRM1 agonist – human M1 muscarinic receptor agonists, primary screen, Fluo-8 calcium fluorescence, CHO-K1 cells, HTS. AID 588814, 2011. 360,000 compounds, 0.33% hits. CHO-K1 hM1, agonist mode; 0% DMSO, 100% acetylcholine EC100. activation, % at 3 µM;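 active means activation above the run's mean compound activation plus 3 SD, cut at about 16% in these data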;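 further: peak over basal fluorescence ratio within a 140 s kinetic read after compound addition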
M5 ag – human M5 muscarinic receptor agonists, primary screen, CHO-K1 cells, Fluo-8 calcium fluorescence; Muscarinic acetylcholine receptor M5 (Homo sapiens), P08912; CHO-K1 hM5 cells; 0% DMSO wells, 100% maximal acetylcholine response; activation, % at 3 µM; 360,000 compounds, 0.19% hits; AID 624037, 2012;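 active means activation above the run's mean over test compounds plus 3 SD, cut at about 23% in these data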;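 further: signal is peak over basal fluorescence ratio across the kinetic read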
TAAR1 agonist – human TAAR1 agonists, primary screen, Fluo-8 calcium fluorescence, CHO RD-HGA16 cells | activation, % at 3 µM | 360,000 compounds, 0.99% hits | vehicle wells 0%, saturating PEA agonist 100% | Trace amine-associated receptor 1 (Homo sapiens), Q96RJ0;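 active means activation above the mean activation of all test compounds in the run plus 3 SD, cut at about 38% in these data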
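test system = CHO RD-HGA16 cells carrying human TAAR1 plus Gα16 | schedule = 17-24 h seeding, 75 min 37 °C dye, 30 min RT | compound dosing = 3 µM single concentration | control set = DMSO and PEA EC100 | replicates = n 1 | signal = Fluo-8 fluorescence, 5 s baseline then 140 s kinetic read | measure = percent activation vs PEA EC100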
CHRM1 PAM – human M1 muscarinic receptor positive allosteric modulators, primary screen, CHO-K1 cells, Fluo-8 calcium fluorescence, 1536-well; Muscarinic acetylcholine receptor M1 (Homo sapiens), P11229; activation, % at 3 µM; 360,000 compounds, 0.088% hits; CHO-K1 hM1, ACh EC20; 0% = ACh EC20, 100% = maximal ACh; in the data active means activation above about 19%, passing the limit was not always enough
M5 antag – human M5 muscarinic receptor antagonists, primary screen, CHO cells, Fluo-8 calcium fluorescence; AID 624040, 2012; CHO-hM5 cells, ACh EC80; inhibition, % at 3 µM; 360,000 compounds, 0.59% hits; Muscarinic acetylcholine receptor M5 (Homo sapiens), P08912;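 active means inhibition above a per-plate cutoff, the mean of that plate's test compounds plus 3 SD, cut at about 27% in these data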;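 further: 0% = acetylcholine EC80 with DMSO and 100% = DMSO without agonist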
CHRM4 agonist – human M4 muscarinic receptor agonists, primary screen, CHO-K1 cells, Fluo-8 calcium fluorescence | activation, % at 3 µM | CHO-K1 hM4/Gqi5; vehicle 0%, full acetylcholine response 100% | 360,000 compounds, 0.14% hits | AID 624127, 2012 | Muscarinic acetylcholine receptor M4 (Homo sapiens), P08173;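 active means activation above the run mean over all test wells plus 3 SD, cut at about 32% in these data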;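 further: peak over basal fluorescence ratio per well then scaled between controls; 0% = DMSO wells and 100% = acetylcholine at EC100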
Target sequence (P08173 whole entry, looked up): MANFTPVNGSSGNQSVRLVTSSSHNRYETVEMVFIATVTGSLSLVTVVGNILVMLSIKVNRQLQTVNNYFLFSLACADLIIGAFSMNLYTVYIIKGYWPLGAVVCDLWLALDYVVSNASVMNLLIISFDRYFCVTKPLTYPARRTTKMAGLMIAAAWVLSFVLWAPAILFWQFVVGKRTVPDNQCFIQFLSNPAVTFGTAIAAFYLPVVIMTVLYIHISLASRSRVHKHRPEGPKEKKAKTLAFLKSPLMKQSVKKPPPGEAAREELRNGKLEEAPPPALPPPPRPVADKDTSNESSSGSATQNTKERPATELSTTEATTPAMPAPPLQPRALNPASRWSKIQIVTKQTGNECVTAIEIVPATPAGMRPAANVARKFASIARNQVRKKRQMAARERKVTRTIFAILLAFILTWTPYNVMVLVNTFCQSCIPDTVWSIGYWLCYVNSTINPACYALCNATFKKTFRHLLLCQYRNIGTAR
M4 antag – human M4 muscarinic receptor antagonists, primary screen, CHO cells, Fluo-8 calcium fluorescence; inhibition, % at 3 µM; Muscarinic acetylcholine receptor M4 (Homo sapiens), P08173; CHO-hM4 cells, ACh EC80; 360,000 compounds, 0.73% hits;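 active means inhibition above its plate's cutoff, the mean inhibition of sample wells plus 3 SD, cut at about 27% in these data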;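 further: 0% = acetylcholine EC80 with DMSO and 100% = DMSO without agonist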
CHRM1 antagonist – human M1 muscarinic receptor antagonists, primary screen, CHO-K1 cells, Fluo-8 calcium fluorescence, 1536-well | Muscarinic acetylcholine receptor M1 (Homo sapiens), P11229 | CHO-K1 hM1, ACh EC80 antagonist | inhibition, % at 3 µM | 360,000 compounds, 1.3% hits | AID 588852, 2011;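 active means percent inhibition above its own plate's cutoff, namely the mean of that plate's compound wells plus 3 SD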;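 further: peak over basal fluorescence ratio during 140 s after agonist addition; 0% = ACh EC80 plus DMSO and 100% = DMSO alone without agonist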
Starred values were filed as active, the others as inactive; · = no result given. This is a subset (hit frequency here may not be typical).

SMILES	M5 PAM	CHRM1 agonist	M5 ag	TAAR1 agonist	CHRM1 PAM	M5 antag	CHRM4 agonist	M4 antag	CHRM1 antagonist
CC(=O)Nc1cccc(NC(=O)CSc2ncc(-c3ccc(Cl)cc3)n2Cc2ccco2)c1	-25	6	6	18	-19	23	18	29*	26*
CCC1CCCCN1S(=O)(=O)c1ccccc1[N+](=O)[O-] (stereo unspecified)	-5	-8	-3	3	-7	-14	0	-7	11
CC(=O)Nc1c2c3c(cccc3n(C)c1=O)C(=O)c1ccccc1-2	-9	-3	0	5	10	11	1	8	-14
Fc1cccc(Nc2nc(-c3ccncc3)nc3ccccc23)c1	3	-5	-2	9	-7	5	1	-3	3
Cc1ccc(NC(=O)CSCC(=O)Nc2ccc(S(=O)(=O)N3CCOCC3)cc2)cc1	-1	-1	-3	4	-1	0	3	0	1
CC(C)(C)NC(=O)Cn1c(SCC(=O)NC2CCCC2)nc2ccccc21	4	-2	3	1	5	-1	2	3	-5
COc1ccccc1N1CCN(Cc2cc(=O)oc3ccccc23)CC1	3	0	3	1	-6	-1	1	-7	-18
O=C(CN1C(=O)S/C(=C\C=C\c2ccccc2)C1=O)Nc1ccc(O)cc1	2	-2	2	0	14	-2	1	9	-10
CCOc1ccc(NC(=O)CSc2nc(N3CCOCC3)nc(N3CCOCC3)n2)cc1	8	-3	-3	3	6	-7	0	-1	-8
COc1ccc(C(C(=O)NC2CCCC2)N(C(=O)CNC(=O)c2ccco2)c2cccnc2)cc1 (stereo unspecified)	-5	0	-1	3	2	13	1	-16	-12
C[C@H](CO)N1C[C@H](C)[C@@H](CN(C)C(=O)c2ccccc2)OCc2cn(nn2)CCCC1=O	-2	-8	-2	2	-2	-8	1	-17	-3
Cc1ccnc(N=Cc2nc(-c3ccccc3Br)oc2O)c1	-2	-6	0	0	6	-2	1	-3	-8
COc1ccc(C)cc1N(CC(=O)N1CCc2ccccc2C1)S(C)(=O)=O	2	-5	-2	8	2	10	1	1	4
CCC(Sc1nc(=O)cc(N)n1-c1ccccc1)C(=O)Nc1cc(C)on1 (stereo unspecified)	4	-5	2	5	3	-8	0	-1	-2
CC1(C(=O)Nc2ccc3ccccc3c2)CCC(=O)N1CCOc1ccccc1 (stereo unspecified)	1	-2	4	2	7	-6	4	-5	-1
COc1ccc(C(=O)N/C(=C\c2cccc3ccccc23)C(=O)NCCc2c[nH]c3ccccc23)cc1OC	-2	-3	-4	8	5	-13	7	-23	-10
Cc1ccc(NS(=O)(=O)c2ccc3c(c2)NC(=O)CCS3)cc1F	-4	2	4	6	0	6	6	-7	3
CCOC(CC(=O)NNC(=O)c1c(-c2ccccc2Cl)noc1C)OCC	-9	-2	-2	1	0	3	10	-1	4
CCOC(=O)c1oc2ccccc2c1NC(=O)CN1CCOCC1	7	-3	1	2	1	6	3	-9	-10
O=C(O)/C=C/c1cnc2ccccc2c1	2	-3	3	2	-2	-7	0	4	2
CC1CC(C)CN(S(=O)(=O)c2ccc3c(c2)CCN3C(=O)CCC(=O)O)C1 (stereo unspecified)	4	1	1	·	8	-9	1	-1	-13
CCOC(=O)c1ccc(N2C(=O)C(CC(=O)NC)N(CCc3ccc(OC)c(OC)c3)C2=S)cc1 (stereo unspecified)	-16	-2	5	5	-1	16	18	8	9
Cc1ccc(C(=O)Nc2ccncc2)o1	-5	-2	-2	6	3	2	0	5	-5
N#Cc1sc2nc(C3CC3)cc(-c3ccccc3)c2c1N	6	-4	-3	1	-3	7	-1	-10	0
CCCNC(=O)c1ccc(S(N)(=O)=O)cc1	-8	-2	-3	4	3	14	1	-7	2
CN(C(=O)COC(=O)/C=C/c1cccc([N+](=O)[O-])c1)C1CCS(=O)(=O)C1 (stereo unspecified)	5	6	-3	1	-6	-5	1	6	-6
O=C1NCCN(Cc2cccc(Oc3ccccc3)c2)C1CC(=O)N1CCCO1 (stereo unspecified)	-1	-4	0	8	8	-2	2	5	-10
CC(C)(C)c1ccc(C(=O)NCCC(=O)N2CCN(c3ncccn3)CC2)cc1	-7	-3	-1	8	6	-4	7	-22	-10
CC(C)(C)OC(=O)NCCCCCc1nnc(SCC(=O)Nc2cccc(Cl)c2)o1	-22	4	9	15	-13	20	18	21	36*
O=C(COC(=O)/C=C/c1cccc(Br)c1)NCc1ccco1	-10	0	1	0	3	-1	3	-9	11
Cc1ccnc(NC(=O)CNC(=O)c2ccccc2Br)c1	2	-2	0	1	4	2	1	1	-6
Cc1ccc2nc(C(=O)O)c(C(=O)O)nc2c1	-1	0	1	-2	-9	1	0	8	-4
CSc1nnc(CNS(=O)(=O)c2ccc(F)cc2)n1C	0	-2	-1	-2	9	3	1	2	-14
CCC(=O)N1CCc2cc(S(=O)(=O)CCC(=O)Nc3ccc(F)c(F)c3)ccc21	-8	-2	-5	2	-4	3	1	8	11
Clc1ccc(Cn2ncc3c(NCCN4CCOCC4)ncnc32)cc1	-1	-5	0	11	1	-10	4	-8	-4
COc1cc(OC)cc(C(=O)Nc2c(F)cccc2F)c1	4	-3	-9	9	3	-3	0	6	-4
Cc1cccc(N2CCN(S(=O)(=O)c3ccc4c(c3)CCN4C(=O)CCC(=O)O)CC2C)c1 (stereo unspecified)	-1	0	2	-1	7	1	0	-3	-9
CCCCc1ccc(NC(=S)N2CCN(C(=O)OCC)CC2)cc1	-8	3	4	7	-8	-5	-1	1	7
CC1(C)NC(=O)N(CCCOc2ccccc2Br)C1=O	6	1	1	8	6	6	1	-3	-10
Cc1ccc(S(=O)(=O)Nc2cc3c(C(=O)Nc4ccccc4)c(C)oc3c3ccccc23)cc1	-9	-8	-2	6	-7	10	3	-4	8
C=CCc1cc(CN2CC(C)OC(C)C2)c(O)c(OC)c1 (stereo unspecified)	0	-5	-5	-1	7	9	1	-9	-18
Cc1ccc(CNC(=O)C2CCN(S(=O)(=O)c3ccc4c(c3)OCCCO4)CC2)cc1	-1	-8	-3	4	3	5	1	-1	2
CN1C(=O)/C(=C\c2ccncc2)SC1=Nc1ccccc1	0	-8	-3	2	2	0	0	-11	-7
NS(=O)(=O)c1ccc(CCNC(=O)C2CCC(CNS(=O)(=O)c3ccc(Br)s3)CC2)cc1 (stereo unspecified)	-2	-10	-3	53*	12	5	1	-3	-9
COc1ccc2[nH]c(=O)c(CN(C(=O)C(C)C)c3ccccc3OC)cc2c1	14	-3	4	8	4	-5	1	1	-10
CC1CCCC(C)N1C(=O)COC(=O)c1cc(Br)ccc1Cl (stereo unspecified)	-1	-6	-12	12	-5	-3	1	-4	10
CCC1CCCCN1CCCNC(=O)c1c(O)nc2ccccn2c1=O (stereo unspecified)	0	-6	-2	1	7	8	1	-5	-3
COc1ccc(-n2cnc3c(sc4nc(N5CCOCC5)c5c(c43)CCCC5)c2=O)cc1	2	-6	-1	0	11	10	1	0	-16
N/C(=N\OC(=O)c1ccco1)c1cccnc1	-12	-7	2	6	-2	16	13	5	4
CN(Cc1cn(Cc2ccccc2)nn1)C1CN(Cc2cn(Cc3ccccc3)nn2)S(=O)(=O)C1 (stereo unspecified)	-2	·	0	-1	·	-6	0	-7	·
O=C(Nc1nc2ccsc2c(=O)s1)C1CCC1	-5	-4	-2	-2	0	3	1	-1	7
NCCc1nnc(SCc2ccccc2F)o1	3	-7	-3	8	13	-2	1	4	-9
N#CCc1ccc(OC(=O)c2cnccc2C(F)(F)F)cc1	-3	-4	-4	1	6	8	2	1	0
COc1ccc(Cc2nc3ccccc3c(=O)n2N)cc1OC	6	1	3	3	4	0	5	-10	-9
CCN(CC)CCn1c(/N=C/c2ccc(OC)c(OC)c2)nc2ccccc21	3	-6	-3	2	12	0	1	-4	-10
COc1cc(CNC2CCCC2)cc(OC)c1	-1	-5	0	2	3	4	2	0	-20

Reprinted from above, 13 compounds:
SMILES	M5 PAM	CHRM1 agonist	M5 ag	TAAR1 agonist	CHRM1 PAM	M5 antag	CHRM4 agonist	M4 antag	CHRM1 antagonist
NS(=O)(=O)c1ccc(CCNC(=O)C2CCC(CNS(=O)(=O)c3ccc(Br)s3)CC2)cc1 (stereo unspecified)	-2	-10	-3	53*	12	5	1	-3	-9
COc1ccc2[nH]c(=O)c(CN(C(=O)C(C)C)c3ccccc3OC)cc2c1	14	-3	4	8	4	-5	1	1	-10
CC1CCCC(C)N1C(=O)COC(=O)c1cc(Br)ccc1Cl (stereo unspecified)	-1	-6	-12	12	-5	-3	1	-4	10
CCC1CCCCN1CCCNC(=O)c1c(O)nc2ccccn2c1=O (stereo unspecified)	0	-6	-2	1	7	8	1	-5	-3
COc1ccc(-n2cnc3c(sc4nc(N5CCOCC5)c5c(c43)CCCC5)c2=O)cc1	2	-6	-1	0	11	10	1	0	-16
N/C(=N\OC(=O)c1ccco1)c1cccnc1	-12	-7	2	6	-2	16	13	5	4
CN(Cc1cn(Cc2ccccc2)nn1)C1CN(Cc2cn(Cc3ccccc3)nn2)S(=O)(=O)C1 (stereo unspecified)	-2	·	0	-1	·	-6	0	-7	·
O=C(Nc1nc2ccsc2c(=O)s1)C1CCC1	-5	-4	-2	-2	0	3	1	-1	7
NCCc1nnc(SCc2ccccc2F)o1	3	-7	-3	8	13	-2	1	4	-9
N#CCc1ccc(OC(=O)c2cnccc2C(F)(F)F)cc1	-3	-4	-4	1	6	8	2	1	0
COc1ccc(Cc2nc3ccccc3c(=O)n2N)cc1OC	6	1	3	3	4	0	5	-10	-9
CCN(CC)CCn1c(/N=C/c2ccc(OC)c(OC)c2)nc2ccccc21	3	-6	-3	2	12	0	1	-4	-10
COc1cc(CNC2CCCC2)cc(OC)c1	-1	-5	0	2	3	4	2	0	-20

Screening results: PubChem BioAssay, The Scripps Research Institute Molecular Screening Center
